Screening data (PubChem BioAssay)
CHOP UPR activ = apoptotic UPR (CHOP) activation | CHO-CHOP luciferase reporter, luminescence; percent of tunicamycin response over DMSO baseline | activation, % at 10 µM | 330,000 compounds, 0.34% hits | AID 449763;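 active = at 10 µM dose, activation of 40% or more, normalized to positive control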;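 also: 100% = tunicamycin at 10 µg/mL and 0% = DMSO alone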
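Test system: CHO CHOP reporter cells. Input: 500 CHO-CHOP cells per well. Medium: F12 with 10% FBS. Technique: luciferase luminescence. Measure: percent activation relative to tunicamycin control. Dosing: 10 µM compound, 0.5% DMSO. Timing: 16-18 h cell attachment, then 6 h compound exposure, 37 °C.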
Mdm2 MdmX PPI = human Mdm2/MdmX binding inhibition | SaOS-2 split-luciferase Mdm2/MdmX complementation, luminescence | inhibition, % at 8 µM | 330,000 compounds, 3% hits | O15151+Q00987;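 active = inhibition of at least 50% at 8 µM in the primary screen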
Target sequence (O15151 whole entry, looked up): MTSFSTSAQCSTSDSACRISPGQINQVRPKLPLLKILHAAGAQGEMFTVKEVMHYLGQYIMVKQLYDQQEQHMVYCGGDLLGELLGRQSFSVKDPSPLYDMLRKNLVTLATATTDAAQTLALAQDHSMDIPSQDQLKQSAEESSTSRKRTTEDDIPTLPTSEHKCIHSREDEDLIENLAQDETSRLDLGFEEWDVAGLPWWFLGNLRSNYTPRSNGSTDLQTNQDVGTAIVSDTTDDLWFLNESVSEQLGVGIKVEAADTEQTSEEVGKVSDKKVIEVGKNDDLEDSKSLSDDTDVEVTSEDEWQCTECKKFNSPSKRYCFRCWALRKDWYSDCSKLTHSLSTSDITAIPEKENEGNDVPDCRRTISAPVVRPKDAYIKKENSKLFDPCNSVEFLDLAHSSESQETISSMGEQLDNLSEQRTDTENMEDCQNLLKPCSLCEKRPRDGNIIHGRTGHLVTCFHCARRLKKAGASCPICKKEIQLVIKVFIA
Target sequence (Q00987 whole entry, looked up): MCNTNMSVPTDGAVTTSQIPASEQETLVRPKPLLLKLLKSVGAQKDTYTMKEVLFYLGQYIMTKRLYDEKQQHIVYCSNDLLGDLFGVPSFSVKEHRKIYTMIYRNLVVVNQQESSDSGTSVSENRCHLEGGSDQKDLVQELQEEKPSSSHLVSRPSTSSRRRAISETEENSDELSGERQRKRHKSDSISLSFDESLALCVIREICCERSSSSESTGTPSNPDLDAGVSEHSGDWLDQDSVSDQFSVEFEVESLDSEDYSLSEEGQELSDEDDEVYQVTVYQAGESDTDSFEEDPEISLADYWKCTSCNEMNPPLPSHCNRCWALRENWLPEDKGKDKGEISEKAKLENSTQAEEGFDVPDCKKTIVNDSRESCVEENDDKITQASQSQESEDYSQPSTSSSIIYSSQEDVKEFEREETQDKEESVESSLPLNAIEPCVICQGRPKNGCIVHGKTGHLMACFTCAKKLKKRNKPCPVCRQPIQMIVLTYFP
tim23-1 inh = inhibits growth of tim23-1 mutant yeast | 330,000 compounds, 1.3% hits | S. cerevisiae tim23-1 growth, BacTiter-Glo luminescence, 24 h | inhibition, % at 20 µM | AID 463212;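 active = growth inhibition of the mutant yeast at or above 50%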;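 also: temperature-sensitive mutant grown at 25 °C; plate controls were DMSO-treated mutant yeast for no effect and medium wells lacking yeast for full effect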
UPR XBP1 act = adaptive UPR (XBP1) activation; CHO-XBP1 luciferase reporter, IRE1-XBP1 UPR activation, luminescence; percent of tunicamycin response, DMSO as zero; activation, % at 20 µM; 330,000 compounds, 0.33% hits;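 active = versus positive control, 20 µM dose yields 30% or more activation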;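 also: 100% = tunicamycin at 10 µg/mL and 0% = DMSO only wells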
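Material: IRE1-XBP1 luciferase reporter CHO line / Quantity: one thousand reporter cells per well / Buffer or medium: F12 with 10% serum / Compound: 20 µM single concentration, DMSO 1% / Times: 6 h treatment, 37 °C / Detection: Steady-Glo luciferase glow luminescence, 10 min after reagent addition / Benchmarks: tunicamycin high, DMSO low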
APJ agonist = agonists of human APJ apelin receptor; CHO-K1 APJ PathHunter beta-arrestin, luminescence; 0% DMSO wells, 100% apelin; 330,000 compounds, 0.11% hits; activation, % at 20 µM; P35414;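 active = activation more than six SD over the plate average, tested at 20 µM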;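 also: 0% = DMSO alone and 100% = apelin-13 at 10 nM; some results filed as inactive read as strong as hits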
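Incubation: overnight seeding, 90 min compound at 25 °C, 1 h detection; test system: PathHunter CHO-K1 APJ (AGTRL-1) beta-arrestin reporter cells; amount: 1000 cells/well; doses: one dose, 20 µM compound, 1% DMSO; measured by: beta-gal luminescence; measure: agonist-driven arrestin binding to APJ; benchmarks: negative DMSO alone, positive Apelin-13 at 10 nM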
697 NFkB inh = lowers PMA/ionomycin-induced NF-kB signal in 697 B cells | 697 B-cell NF-kB luciferase reporter, 16 h | inhibition, % at 4 µM | 330,000 compounds, 0.33% hits; in the data active = inhibition above about 35%
Jurkat NFkB inh = lowers PMA/ionomycin-induced NF-kB signal in Jurkat cells; PMA/ionomycin-induced NF-kB luciferase reporter, luminescence; inhibition, % at 4 µM; 330,000 compounds, 0.53% hits; AID 435003; in the data active = inhibition above about 50%
APJ antag = blocks the human apelin receptor APJ; P35414; CHO-K1 APJ beta-arrestin complementation, luminescence; inhibition, % at 20 µM; AID 2521; 330,000 compounds, 0.32% hits;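 active = inhibition above about 40% at 20 µM, limit read from the data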;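 also: cells challenged with 10 nM apelin-13 agonist together with compound; plate controls were apelin-13 plus DMSO wells for no effect and DMSO wells lacking apelin-13 for full effect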
Active calls of the source: *. Rows were taken by chance; overall some 5% were active at least once.

compound	APJ antag	Mdm2 MdmX PPI	CHOP UPR activ	tim23-1 inh	697 NFkB inh	Jurkat NFkB inh	UPR XBP1 act	APJ agonist
CN(C)Cc1nnnn1-c1ccccc1	12	17	4.6	0	2	14	0	0
O=C1CN(C(=O)N[C@@H](Cc2ccccc2)C(=O)N[C@@H](Cc2ccccc2)C(=O)O)c2ccccc2N1	-50	-27	-1.8	1	10	0	1	0
CC(CCC(=O)O)C1CCC2C3C(O)CC4CC(O)CCC4(C)C3CC(O)C12C (centres undefined)	17	-3	-0.3	5	12	21	-2	6
CCCCOc1ccc(CSC(=N)N)cc1[N+](=O)[O-]	8	19	-1.4	-9	-22	-12	1	1
CC(=O)Nc1ccc(S(=O)(=O)NCCC(=O)OCC(=O)c2ccc(Br)cc2)cc1	26	8	0.9	5	8	-5	-2	-1
Cc1ccc(C(=O)N(C)c2nnc(-c3ccncc3)s2)cc1	-3	-53	3.8	36	-89	-33	2	-4
O=C(CSc1nnc(NC(=O)c2c(F)cccc2Cl)s1)Nc1ccccc1F	11	-7	1.6	21	-5	0	0	-6
CCOc1ccc(C(=O)Cc2cc3cccc(OC)c3oc2=O)cc1	-1	-5	1.9	11	-23	4	0	-6
CCC(c1nnnn1Cc1ccco1)N(Cc1cc2cc(C)cc(C)c2[nH]c1=O)CC1CCCO1 (centres undefined)	16	24	0.0	5	6	5	-3	-3
Cc1ccccc1C1c2[nH]c3ccccc3c2CCN1CCCn1cccn1 (centres undefined)	12	15	-0.6	16	33	-2	-4	-2
CC(C)Cn1c(SCc2nc3ccccc3c(=O)[nH]2)nc2ccccc2c1=O	-3	14	-0.7	6	-4	1	2	-1
CC(C)n1c2ccccc2c2nc3ccccc3nc21	7	-4	-3.5	51*	-1	-11	3	-4
CCN(C(=O)c1coc(=O)c(Br)c1)c1ccc2c(c1)OCO2	2	8	6.8	11	-5	23	2	-1
CC1=C(C(=O)O)N2C(=O)C(NC(=O)c3nn(C)cc3Cl)C2SC1 (centres undefined)	16	10	-1.6	-7	16	11	1	-9
Cc1nn(Cc2ccc(F)cc2)c2sc(C(=O)Nc3ccc(N4CCOCC4)cc3N3CCOCC3)cc12	0	40	2.8	6	-7	2	10	0
O=C(CSc1nncs1)NNC(=O)c1ccccc1Br	8	19	1.0	7	5	2	0	-2
CSc1nnc(NC(=O)c2cc(=O)c3cc(C)cc(C)c3o2)s1	-12	-10	2.6	3	-2	1	1	1
CC1=C([N+](=O)[O-])C(c2ccccc2)C2=C(N1)c1ccccc1C2=O (centres undefined)	21	56*	-1.4	19	17	61*	12	-7
Oc1ccc(C=Nc2ccc(N3CCOCC3)cc2)c(O)c1	-4	-6	-0.9	16	12	-11	-1	2
c1ccc(CN2CCCC3(CCCN(Cc4nc(COc5ccccc5)no4)C3)C2)cc1 (centres undefined)	25	11	-0.5	16	-10	0	2	-4
CCOc1ccc(/C=N/n2c(SC)nnc(C(C)(C)C)c2=O)cc1	7	19	1.0	26	12	0	0	0
O=C(Oc1ccc(N(Cc2cccs2)C2=NS(=O)(=O)c3ccccc32)cc1)c1ccccc1F	6	15	-1.7	8	7	-3	3	-4
CC(=O)c1c(C)[nH]c(C(=O)NC2CCSc3ccccc32)c1C (centres undefined)	-3	56*	0.1	5	-9	8	-6	0
O=C(CSc1nnnn1Cc1ccccc1)NC1CCCCC1	-5	-6	-1.9	12	-6	-9	-1	-2
CC(C)(C)CC(C)(C)NCC(O)COc1c(F)cc(Br)cc1F (centres undefined)	11	39	-2.4	-1	4	21	4	-3
CC(OC(=O)c1cc(=O)[nH]c2ccccc12)C(=O)NCc1ccccc1 (centres undefined)	6	17	2.3	-11	19	-12	2	1
CCOC(=O)c1nn(-c2ccc([N+](=O)[O-])cc2)cc1O	-8	-11	4.3	0	7	-8	2	-3
CCCC(=O)Nc1ccc(C(=O)/C=C/c2ccc(SC)cc2)cc1	3	24	-3.2	42	6	-15	0	0
CCOCCc1nnc(NC(=O)Cc2ccc(Br)cc2)s1	20	-6	-0.1	23	-26	-42	-4	-4
CCC(Sc1nc2cc3c(cc2c(=O)n1Cc1ccco1)OCO3)C(=O)Nc1ccccc1OC (centres undefined)	5	61*	-0.9	6	-13	-7	1	-4
O=C(Cn1ccc([N+](=O)[O-])n1)NCc1ccccc1	-7	-9	1.4	33	-6	-7	1	-3
O=C(Cn1c(C(=O)N2CCN(C3CCCCC3)CC2)cc2sccc21)c1ccccc1	27	22	-0.3	29	1	-2	-1	-1
O=C(O)CSC1CC(=O)N(c2ccc(Br)cc2)C1=O (centres undefined)	22	3	-1.6	14	-46	-19	-2	-4
CCc1cccc(C)c1NC(=O)CN(C)Cc1ccc(Br)cc1	-13	21	0.1	34	2	10	-2	-5
CCOC(=O)C1(CC2CC2)CCN(Cc2cnc(-c3ccccc3C)nc2)CC1	-8	0	0.4	28	10	11	3	-5
O=C(CSc1nc2ccccc2c(=O)n1NC(=O)Cc1ccccc1)NCc1ccccc1	5	9	0.8	-7	10	1	4	-1
Fc1ccc2cnc(C3=CCCCC3)cc2c1	16	-11	4.0	21	-89	6	4	-4
CCOC(=O)C1CCCN(C(=O)c2ccccc2[N+](=O)[O-])C1 (centres undefined)	-16	11	0.2	10	-16	2	-2	0
COc1ccc(C(=O)Nc2nc3ccc4nc(C)sc4c3s2)cc1	-9	17	-0.8	1	-30	-14	2	0
COc1cc(NC(=O)CSc2nnc(-c3ccncc3)o2)cc(OC)c1OC	1	26	1.0	4	9	10	-1	-3
CCOC(=O)c1c(-c2ccc(OC)cc2)csc1NC(=O)CCN1CCOCC1	11	24	-1.4	-96	3	3	1	-1
COc1cc(C)nc(Oc2ccc(OCCOc3ccc(C)cc3)nn2)n1	11	17	1.2	9	19	-3	4	-2
O=C(COc1ccccc1Cl)Nc1ccc2c(c1)OCO2	4	5	4.1	14	12	-67	6	1
CCN(CC)CC(O)CN1C(=O)NC(C)(C)C1=O (centres undefined)	15	-25	-2.1	2	11	7	-2	-2
O=C(N/N=C/c1ccco1)c1ccc(NC(=O)C2CCCCC2)cc1	-19	17	1.1	12	13	0	-5	4
Cc1cccc(C(=O)Nc2cccc(-c3ccc4nncn4n3)c2)c1	-14	22	-0.1	-15	5	-1	-1	-1
N#Cc1ccc(N2CCCNCC2)nc1	4	9	2.0	11	-4	-16	-1	-1
CCOc1ccc(CCNC(=O)COn2nnc3ccc(S(=O)(=O)N4CCOCC4)cc32)cc1OCC	-33	8	-1.6	-16	-16	-11	-6	9
CC(C(=O)OCC(=O)N1CCCCC1)N1C(=O)c2ccccc2C1=O (centres undefined)	2	17	0.9	15	12	-5	1	-2
Cc1ccc(N2C(=O)C(Cl)=C(Nc3c(C)n(C)n(-c4ccccc4)c3=O)C2=O)cc1	2	8	1.2	8	9	7	-6	0
CC(=O)N(Cc1ccc(F)cc1)Cc1nc2ccccc2c(=O)[nH]1	5	-1	0.9	2	-3	-25	-1	-2
CCCCNC(=O)c1sc(=S)n2c1[nH]c(=O)c1ccc(C(=O)NCCc3ccc(OC)c(OC)c3)cc12	30	23	0.6	9	22	-11	-5	-1
CCC1=C(OC(=O)N(CC)CC)N2C(=O)OC(=NCC(=O)OC)[C@]2(C)[C@H]2C1=CC[C@H]1C(=O)N(CC)C(=O)[C@H]12	-2	-9	-0.5	8	6	14	-1	8
O=c1c2ccccc2nc(-c2ccc(Cl)cc2)n1C1CCS(=O)(=O)C1 (centres undefined)	9	-12	-2.1	-3	19	10	3	-3
Cn1c(=O)c2c(nc(Sc3ncnn3CC(=O)NC3CCCCC3)n2C)n(C)c1=O	-1	2	0.8	2	-20	-7	-1	-2
COc1ccc(S(=O)(=O)NCC(=O)NC2CC2)cc1OC	-15	2	1.5	13	5	11	-4	-4
CC(OC(=O)c1cccs1)C(=O)NCc1cccs1 (centres undefined)	-7	-19	-0.8	-2	-12	-19	-1	6
Cc1cc(C)n(NC(=S)NC2CCCC2)c(=O)c1C#N	8	21	-0.8	5	-1	-14	-4	0
CCOC(=O)c1sc(N2C(=O)C(O)=C(C(=O)c3ccc(C)o3)C2c2ccc(OC)c(OC)c2)nc1C (centres undefined)	10	16	-0.3	9	-10	7	4	-3
CCc1c(C)nc(N2CCN(c3ccc(Cl)cc3)CC2)[nH]c1=O	13	-14	1.2	11	14	6	-7	0

6 records picked at random from those above, as already listed:
compound	APJ antag	Mdm2 MdmX PPI	CHOP UPR activ	tim23-1 inh	697 NFkB inh	Jurkat NFkB inh	UPR XBP1 act	APJ agonist
Cc1ccc(N2C(=O)C(Cl)=C(Nc3c(C)n(C)n(-c4ccccc4)c3=O)C2=O)cc1	2	8	1.2	8	9	7	-6	0
CC(=O)Nc1ccc(S(=O)(=O)NCCC(=O)OCC(=O)c2ccc(Br)cc2)cc1	26	8	0.9	5	8	-5	-2	-1
O=C(Oc1ccc(N(Cc2cccs2)C2=NS(=O)(=O)c3ccccc32)cc1)c1ccccc1F	6	15	-1.7	8	7	-3	3	-4
CC1=C([N+](=O)[O-])C(c2ccccc2)C2=C(N1)c1ccccc1C2=O (centres undefined)	21	56*	-1.4	19	17	61*	12	-7
CCC(c1nnnn1Cc1ccco1)N(Cc1cc2cc(C)cc(C)c2[nH]c1=O)CC1CCCO1 (centres undefined)	16	24	0.0	5	6	5	-3	-3
CC(C)Cn1c(SCc2nc3ccccc3c(=O)[nH]2)nc2ccccc2c1=O	-3	14	-0.7	6	-4	1	2	-1

New compounds follow.
compound	APJ antag	Mdm2 MdmX PPI	CHOP UPR activ	tim23-1 inh	697 NFkB inh	Jurkat NFkB inh	UPR XBP1 act	APJ agonist
COCC(=O)N(c1ccc(C(C)C)cc1)C1C=CS(=O)(=O)C1 (centres undefined)	-5	-15	-1.3	-4	-5	11	-3	1
Nc1c(C(=O)NCCC2=CCCCC2)sc2ccc(S(=O)(=O)N3CCCCC3)cc12	16	5	0.0	30	-21	-14	-1	-3
O=C(Cn1cnc2ccccc2c1=O)Nc1nnc(SCc2ccc(Cl)cc2)s1	-5	23	0.0	0	24	4	0	-3
Cc1ccc(SCCOCCN2CCOCC2)cc1	11	-1	1.4	6	-3	-2	-7	-3
Cc1ccc(NC(=S)N/N=C/c2c(Cl)cccc2Cl)c(C)c1	21	36	4.7	51*	5	46	20	-6
CCCCC(=O)NNC(=S)NC(=O)CCC	12	20	-2.5	-22	23	1	1	1
Cc1csc(CNC(=O)C2CCC(=O)N(CCc3cccc(F)c3)C2)n1 (centres undefined)	-1	24	0.3	9	-6	5	-3	-3
COc1ccc(/C=N/OCC(=O)N2CC3(C)CC2CC(C)(C)C3)cc1OC (centres undefined)	1	0	-1.3	24	-23	-5	-1	1
CCCn1c(SCC(=O)N2CCN(C(=O)c3ccco3)CC2)nc2ccccc2c1=O	-9	4	-2.0	13	12	11	-5	-3
COc1ccc(S(=O)(=O)N2CCN(C(=O)Nc3ccccc3OC)CC2)cc1	6	2	-1.0	7	-2	10	1	-4

Record cards, as listed above.
Entry for CC(C)Cn1c(SCc2nc3ccccc3c(=O)[nH]2)nc2ccccc2c1=O : APJ antag: -3; Mdm2 MdmX PPI: 14; CHOP UPR activ: -0.7; tim23-1 inh: 6; 697 NFkB inh: -4; Jurkat NFkB inh: 1; UPR XBP1 act: 2; APJ agonist: -1
Entry for O=C(CSc1nncs1)NNC(=O)c1ccccc1Br : APJ antag: 8; Mdm2 MdmX PPI: 19; CHOP UPR activ: 1.0; tim23-1 inh: 7; 697 NFkB inh: 5; Jurkat NFkB inh: 2; UPR XBP1 act: 0; APJ agonist: -2
